TrxR1 substrate: substrates of rat thioredoxin reductase 1. 390,000 compounds, 0.01% hits. O89049. purified TrxR1 substrate turnover, NADPH consumption readout. Potency, µM (top dose mostly 114 µM), inactives show at the top dose activity change, negative = substrate turnover; further: potency means the concentration at half of the fitted maximal effect; on the % scale 0 is the no-effect control and ±100 the full control effect; nearly all actives have a fitted effect of over 50% in size
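Rat TrxR1, dispensed at 90 nM, was prereduced with 400 uM NADPH (final) for 5 min at ~22 deg C, then incubated with compound 15 min before 400 uM selenite. A first-read NADPH fluorescence drop versus no-compound background flagged substrates.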
D2 antagonist: D2 dopamine receptor (human) antagonism | P14416 | HEK293 TREx D2 cells, calcium flux, dopamine EC80 | inhibition, % at 10 µM | 340,000 compounds, 2% hits | AID 485344; in the data active means inhibition above about 30%; further: 0% is about no effect
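Tetracycline-induced HEK293 TREx cells expressing D2 receptor forced-coupled to calcium signalling, loaded with no-wash calcium dye. Compounds added and calcium flux read 180 s, then dopamine added at EC80 and read a further 180 s.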
IDH1 R132H inh: inhibitors of human mutant IDH1 R132H. Potency, µM (top dose mostly 76.6 µM), without a hit: at the top dose activity change, negative = inhibition, hits mostly inhibitors. AID 602179. 390,000 compounds, 0.093% hits. O75874. IDH1-R132H enzyme, NADPH consumption, diaphorase/resazurin fluorescence; further: potency means the concentration at half of the fitted maximal effect; on the % scale 0 is the no-effect control and ±100 the full control effect; nearly all actives have a fitted effect of over 65% in size
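IDH1-R132H (0.5 ug/mL dispensed) in pH 7.5 Tris buffer was preincubated 30 min with compound, then given a substrate mix of 0.016 mM NADPH and 2 mM alpha-KG for 80 min at room temperature; remaining NADPH was read by diaphorase/resazurin fluorescence.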
PI4K2A inh: inhibitors of human PI4K2A; Q9BTU6; purified PI4K2A, ADP-Glo luminescence, 1 h; stronger effect = lower value; activity change, negative = inhibition, % at 76.9 µM; 420,000 compounds, 0.13% hits; in the data active means activity change below about -50%; inconclusive means mostly about -30% to -49%;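 further: -100% = wells without enzyme as full effect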
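PI4K2A activity was measured by ADP-Glo luminescence: enzyme (4 ug/mL stock) and phosphatidylinositol (1.2 mM stock) in Tris pH 7.5/MgCl2/EGTA/Triton X-100 buffer were reacted with ATP (300 microM stock) for one hour at ambient temperature.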
USP1 inh: USP1/UAF1 (human) deubiquitinase inhibition | Potency, µM (doses to about 57.1 µM), for the others: at the highest dose activity change, negative = inhibition, usual class: inhibitors | recombinant USP1/UAF1, Ub-Rhodamine cleavage fluorescence | O94782 | 390,000 compounds, 0.23% hits; further: potency means the concentration at half of the fitted maximal effect; on the % scale 0 is the no-effect control and ±100 the full control effect; nearly all actives have a fitted effect of over 60% in size; inactives centre near -12
Target sequence (O94782 whole entry, looked up): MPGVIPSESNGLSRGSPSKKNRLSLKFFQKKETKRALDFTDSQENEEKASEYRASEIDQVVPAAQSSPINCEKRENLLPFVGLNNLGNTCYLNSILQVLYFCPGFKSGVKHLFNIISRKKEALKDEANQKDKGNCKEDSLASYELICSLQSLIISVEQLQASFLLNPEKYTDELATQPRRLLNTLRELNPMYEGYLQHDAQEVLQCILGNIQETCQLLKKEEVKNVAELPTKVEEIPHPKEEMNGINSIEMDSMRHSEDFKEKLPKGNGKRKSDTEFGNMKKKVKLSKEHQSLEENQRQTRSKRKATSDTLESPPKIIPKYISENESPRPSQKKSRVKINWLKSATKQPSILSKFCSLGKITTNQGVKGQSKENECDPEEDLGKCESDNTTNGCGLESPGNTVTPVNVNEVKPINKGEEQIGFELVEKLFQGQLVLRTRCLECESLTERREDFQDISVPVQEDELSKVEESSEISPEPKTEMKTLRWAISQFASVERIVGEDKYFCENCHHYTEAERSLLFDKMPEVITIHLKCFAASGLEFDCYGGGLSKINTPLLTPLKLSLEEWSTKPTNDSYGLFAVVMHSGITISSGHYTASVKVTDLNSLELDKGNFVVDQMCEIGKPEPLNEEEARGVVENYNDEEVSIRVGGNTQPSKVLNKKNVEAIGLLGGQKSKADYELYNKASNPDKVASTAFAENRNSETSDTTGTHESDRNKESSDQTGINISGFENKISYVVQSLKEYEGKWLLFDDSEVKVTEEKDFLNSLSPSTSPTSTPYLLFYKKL
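1 nM enzyme complex + cpd, 15 min RT; start with Ub-Rho 150nM final; kinetic fluorescence ex 480/em 540, 6 reads q60 s. Buffer 50mM HEPES pH 7.8, 0.5mM EDTA, 0.1 mg/ml BSA, 1mM TCEP, 0.01% Tween-20.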
D2 ag: activates the human D2 dopamine receptor; P14416; HEK293 T-REx D2 cells, calcium flux agonist mode; activation, % at 2 µM; 340,000 compounds, 0.53% hits; AID 485358;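 active means activation over 3 SD above normal in the single-dose calcium agonist read, cut at about 30% in these data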; further: 0% is about no effect
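Agonism scored from kinetic calcium signal (1 read/sec, 180 s) following compound pin transfer, after a 10 s baseline. Cells: HEK293 Trex line expressing inducible D2 receptor coupled to calcium, dye-loaded after overnight culture at 30 C.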
rTrxR1 inhibitor: inhibitors of rat thioredoxin reductase 1; O89049; recombinant rTrxR1, NADPH fluorescence consumption, selenite substrate; Potency, µM (top dose mostly 114 µM), for the others: at the top dose activity change, negative = inhibition, actives largely listed as inhibitors; 390,000 compounds, 1% hits; AID 588453; further: potency means the concentration at half of the fitted maximal effect; on the % scale 0 is the no-effect control and ±100 the full control effect; nearly all actives have a fitted effect of over 65% in size
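Rat TrxR1 (90 nM in the dispensed reagent) was pre-reduced with 400 uM NADPH for 5 min at room temperature, then incubated with compound for 15 min. After 400 uM selenite was added, NADPH fluorescence (Ex 340/Em 450 nm) was followed for 8 min.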
TRHR ag: TRH receptor (human) agonism. 360,000 compounds, 0.18% hits. P34981. TRHR cells, calcium flux fluo-8, FDSS agonist mode. AID 493084. activation, % at 2 µM; in the data active means activation above about 30%; further: 0% is about no effect
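TRHR-expressing cells, plated overnight in medium with 10% serum, were loaded with fluo-8 calcium dye at room temperature. After a 10 s baseline, library compound was pin-added and calcium release was recorded kinetically (ex 480/em 530) as agonist response.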
TRHR enhancer: allosteric enhancers of human TRH receptor. AID 493056. 360,000 compounds, 0.66% hits. P34981. enhancement, % at 2 µM. TRHR cells, fluo-8 calcium fluorescence, EC20 TRH enhancement; in the data active means enhancement above about 30%; further: 0% is about no effect
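Enhancer read-out: after compound pinning and an initial kinetic agonist-mode read, an EC20 of TRH (10 nM final) was injected and fluo-8 calcium signal (Ex 480/Em 530) followed at 1 s/cycle for 100 cycles in TRHR-expressing cells.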
* = called active by the depositor; u = inconclusive; x = no result given; [ ] = remark or other dose. Unless noted, the call rests on the fitted dose curve; in most records, active means well fitted inhibition curve with a large enough effect; inconclusive means small, poorly fitted or top-dose-only effect; inactive means no such curve, though single readings can be large or run the other way.

compound | TrxR1 substrate | D2 antagonist | IDH1 R132H inh | PI4K2A inh | USP1 inh | D2 ag | rTrxR1 inhibitor | TRHR ag | TRHR enhancer
CCOC(=O)c1nn(-c2ccc(F)cc2)c(C)c1C(C)=O | -3% | 0 | 1% | -3 | -8% | 0.6 | 14% | -0.3 | 0
N#Cc1c(C(F)(F)F)cc(-c2ccc(Cl)cc2)nc1SCC(=O)O | 2%[57.1 µM] | -11 | 0% | 5 | 0% | 0.2 | 16%[57.1 µM] | -0.1 | 7
Cc1noc(C)c1COc1ccccc1C(=O)N(C)Cc1ccco1 | 4% | x | 1% | 3 | -5% | x | 2% | 0.1 | -1
Cc1nc(N)sc1-c1csc(Nc2ccc(Cl)cn2)n1 | 0% | -13 | 1% | -3 | -17% | 0.1 | -3% | 0.3 | 1
CCOC(=O)CNC(=O)CSc1ncnc2c1cnn2-c1ccc(C)cc1 | 2% | 5 | 4% | 3 | -7% | -0.3 | 5% | -1.7 | 1
CC[N+](C)(C)CC/C=C1/c2ccccc2Sc2ccc(Cl)cc21 | -1%[57.1 µM] | 15 | -4% | 1 | -7% | -1.7 | 9%[57.1 µM] | -0.7 | 4
COc1cc(OC)c(S(=O)(=O)NC(C)C)cc1C(=O)O | -3% | -16 | 3% | 4 | -22% | 1.4 | 0% | -0.1 | 3
CCOC(=O)c1nn(-c2ccccc2F)c2nc(Nc3ccccc3)cc(=O)n12 | -2% | 15 | 6% | 5 | -20% | 1.5 | -15% | 1.8 | 8
CCOc1ccccc1CNCc1c(C(=O)O)n(Cc2ccc(F)cc2)c2cc(C)ccc12 | 1% | x | u | -22 | u | -0.8 | 21% | -0.2 | -1
Cc1c(-c2ccc(Cl)cc2)c(=O)oc2c(CN3CCOCC3)c(O)ccc12 | 187%[activator][57.1 µM] | x | -4% | 4 | u | 0.0 | 23%[57.1 µM] | -0.9 | 3
O=c1[nH]cccc1-c1nc2cc(Cl)ccc2n1Cc1ccccc1 | 77%[activator] | 6 | -6% | -5 | -14% | 0.3 | -6% | -0.2 | -8
CN1CCN(c2ccc(C(F)(F)F)cc2NC(=O)Nc2ccccc2)CC1 | 1% | 10 | 13% | -1 | -22% | 6.7 | 10% | 0.0 | -3
CCOC(=O)c1ccc(NC(=O)c2ccc(NC(=O)C3CCCO3)cc2)cc1 (stereo unspecified) | -6% | -13 | 0% | -4 | 4% | 0.7 | 11% | 1.8 | -2
COc1ccc(Oc2nc(-c3ccccc3)ncc2S(=O)(=O)c2ccccc2)cc1 | 0%[57.1 µM] | -1 | 2% | -6 | -12% | 1.0 | 29%[57.1 µM] | 0.7 | -6
CCOc1ccc(C(=O)Nc2ccc(N3CCN(C)CC3)cc2)cc1[N+](=O)[O-] | -1% | x | -2% | 1 | -21% | x | 9% | 0.8 | 63*

Of the compounds above, these contain a Cl atom:
compound | TrxR1 substrate | D2 antagonist | IDH1 R132H inh | PI4K2A inh | USP1 inh | D2 ag | rTrxR1 inhibitor | TRHR ag | TRHR enhancer
N#Cc1c(C(F)(F)F)cc(-c2ccc(Cl)cc2)nc1SCC(=O)O | 2%[57.1 µM] | -11 | 0% | 5 | 0% | 0.2 | 16%[57.1 µM] | -0.1 | 7
Cc1nc(N)sc1-c1csc(Nc2ccc(Cl)cn2)n1 | 0% | -13 | 1% | -3 | -17% | 0.1 | -3% | 0.3 | 1
CC[N+](C)(C)CC/C=C1/c2ccccc2Sc2ccc(Cl)cc21 | -1%[57.1 µM] | 15 | -4% | 1 | -7% | -1.7 | 9%[57.1 µM] | -0.7 | 4
Cc1c(-c2ccc(Cl)cc2)c(=O)oc2c(CN3CCOCC3)c(O)ccc12 | 187%[activator][57.1 µM] | x | -4% | 4 | u | 0.0 | 23%[57.1 µM] | -0.9 | 3
O=c1[nH]cccc1-c1nc2cc(Cl)ccc2n1Cc1ccccc1 | 77%[activator] | 6 | -6% | -5 | -14% | 0.3 | -6% | -0.2 | -8

The list continues:
compound | TrxR1 substrate | D2 antagonist | IDH1 R132H inh | PI4K2A inh | USP1 inh | D2 ag | rTrxR1 inhibitor | TRHR ag | TRHR enhancer
COc1cc(/C=N/NC(=O)c2cncc(Br)c2)ccc1OC(=O)c1ccc2c(c1)OCO2 | x | 0 | x | x | x | 0.0 | x | -1.0 | -3
CN(C)C(=O)c1ccc(-c2cc3onc(-c4ccccc4)c3c(=O)n2C)cc1 | -1% | x | 10% | -2 | -23% | x | -3% | x | x
CC(C)OCCCN1C(=O)c2[nH]nc(-c3ccccc3O)c2C1c1cccc(OCc2ccccc2)c1 (stereo unspecified) | 0% | x | -7% | 0 | -17% | -0.9 | 28% | 0.1 | 4
COc1ccc(NC(=O)c2ccc3oc(=O)c(S(=O)(=O)c4ccc(C)cc4)cc3c2)cc1OC | 4% | x | -20% | 4 | u | 0.2 | 35% | -0.1 | -3
COc1cccc(N2CCN(C(=O)CN(C)S(=O)(=O)c3ccc4c(c3)CCC(=O)N4)CC2)c1 | 2% | -10 | 7% | 5 | -25% | 0.3 | 14% | 0.4 | 4
O=S(=O)(Nc1ccc(S(=O)(=O)N2CCCC2)cc1)c1ccc(F)cc1F | 9%[57.1 µM] | x | 0% | 1 | -1% | x | 4%[57.1 µM] | x | x
CC1CCCN(C(=O)C2CCN(C(=O)Nc3ccccc3)CC2)C1 (stereo unspecified) | 2% | -2 | -4% | 2 | -25% | 0.6 | 16% | 0.5 | 3
CCn1nccc1C(=O)Nc1ccc(Cl)cc1Cl | -8% | 16 | 7% | -3 | -18% | -0.1 | 11% | -0.5 | -2
COc1ccc(-c2cn[nH]c2-c2ccc(OCc3ccc(F)cc3)cc2O)cc1OC | 5% | 45* | -5% | 1 | -20% | -1.1 | 22% | -1.4 | -4
O=[N+]([O-])c1ccc(N/N=C/c2ccc(O)c(O)c2O)c(S(=O)(=O)N2CCOCC2)c1 | 2%[57.1 µM] | 6 | u | -21 | u | 1.1 | -46% | 0.5 | 4
Cc1ccc2cc(-c3noc(C4CCCO4)n3)c(=O)[nH]c2c1 (stereo unspecified) | 60%[activator] | 2 | 10% | -2 | -9% | -0.9 | 11% | -0.2 | -2
C[C@@H]1CN([C@@H](C)CO)C(=O)c2cc(NS(C)(=O)=O)ccc2O[C@@H]1CN(C)Cc1ccc(C(F)(F)F)cc1 | -6% | x | 1%[38.3 µM] | -2 | -5% | x | -13% | x | x
COC(=O)c1ccc(NN=Nc2ccc(C)cc2)cc1 | -10% | -1 | 5% | 3 | -3% | -0.2 | -26% | 0.8 | 2
CCC(C(=O)NCc1cccc(Br)c1)n1nc(C)c2c(C)n(-c3ccccc3)nc2c1=O (stereo unspecified) | 2% | x | 0% | 4 | -15% | -1.2 | 30% | -0.5 | -5
COc1cccc(NC(=O)C2CCC(CNS(=O)(=O)c3cccc4cccnc34)CC2)c1 (stereo unspecified) | 4% | -3 | -5% | -1 | u | 0.1 | 11% | 0.5 | 5
CCN(CC)S(=O)(=O)c1ccc(NN=C2CCN(C)CC2)c([N+](=O)[O-])c1 | 8%[57.1 µM] | -4 | 11% | 3 | -4% | 1.9 | 20%[57.1 µM] | 0.2 | 3
Cc1onc(-c2ccccc2)c1C(=O)NCC(=O)Nc1cc(Cl)ccc1Cl | 0% | x | -1% | 4 | -9% | x | 8% | x | x
COC(=O)c1ccc(Cl)c(NC(=O)CN2CCC(C)CC2)c1 | 7% | 4 | -6% | 3 | -19% | -0.2 | 17% | -0.8 | -1
COc1ccc(C(=O)NCc2cn3c(C)csc3n2)cc1OC | 10% | 8 | 6% | -1 | u | -1.2 | 18% | -0.3 | 0
Cc1ccc(NCc2ccccc2)cc1 | 5%[57.1 µM] | 2 | 12% | -2 | -15% | -0.4 | 49%[activator][57.1 µM] | 0.0 | 28
COCCN1C(=O)N[C@@H](CCc2ccccc2)[C@@H](C(=O)OC)[C@H]1C | 0% | x | -9% | 0 | -30% | x | 9% | x | x
COc1ccccc1NC(=O)CSC1=NC(=O)C(NC(C)=O)C(=O)N1 (stereo unspecified) | 8%[57.1 µM] | -6 | 1% | 3 | 2% | -0.5 | 17% | 0.0 | -5
COc1cccc(NC(=O)c2sc3nc(C)c(C(=O)Nc4ccc(C)cc4C)c(-c4cccs4)c3c2N)c1 | -2% | x | 11% | 4 | u | 4.0 | 1% | 4.0 | -2
COc1cc(/C=N/NC(=O)c2ccoc2C)cc(OC)c1O | -4% | -16 | 4% | -5 | -10% | -0.2 | -6% | -0.1 | -1
CCOC(=O)CC(=O)CSc1nccc(-c2cccnc2)n1 | 8%[57.1 µM] | 5 | 10% | -4 | -19% | 0.2 | 9%[11.4 µM] | -0.3 | -3
COc1ccc2c(c1)c(C(C)=O)c(C)n2C | 1% | 2 | 3% | 6 | -2% | -0.1 | 14% | 0.2 | -3
Cn1ncc2c(N3CCN(c4ccc(F)cc4)CC3)ncnc21 | -1%[57.1 µM] | x | 14% | -13 | 5% | 0.4 | 17%[57.1 µM] | -0.6 | 0
CC(=O)Nc1ccc(S(=O)(=O)NCc2ccc(C(=O)NCCN3CCCCCC3)cc2)cc1 | -3% | -12 | -2% | -6 | -1% | 1.3 | -14% | 0.1 | -3
CCCCCCNC(=O)C(C(=O)OCC)C1CCCCC1 (stereo unspecified) | -2% | 10 | 5% | 4 | -13% | -0.1 | 8% | -0.2 | 13

D2 antagonist, what is marked active above.
| Compound | TrxR1 substrate | D2 antagonist | IDH1 R132H inh | PI4K2A inh | USP1 inh | rTrxR1 inhibitor | TRHR ag | TRHR enhancer |
| --- | --- | --- | --- | --- | --- | --- | --- | --- |
| COc1ccc(-c2cn[nH]c2-c2ccc(OCc3ccc(F)cc3)cc2O)cc1OC | 5% | 45* | -5% | 1 | -20% | 22% | -1.4 | -4 |

Compound activity from PubChem BioAssay.

No enrichment for hits; any-hit rate near 3.9%.
